# Screening results deposited in PubChem BioAssay by several laboratories.
# Wee1 stabilizer: blocks degradation of human Wee1 kinase; hit rate 1.2% among 220,000; HeLa Luc-Wee1K328M stability, luciferase luminescence; 100% = proteasome inhibitor MG132 effect; reporter increase, % at 5 µM; AID 1321;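 active means activation above the mean of all tested compounds plus 3 SD, set per screening run, cut at about 8.8% in these data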;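 further: cells exposed to compound for 20 h before luminescence read; 0% = DMSO alone and 100% = MG132 at 30 µM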
# PERK inh: inhibitors of human PERK kinase; hit rate 0.17% among 220,000; AID 1416; inhibition, % at 5.6 µM; Q9NZJ5; CHO PERK-DD fusion, SEAP luminescence translation reporter;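 active means inhibition above the mean inhibition of all tested compounds plus 3 SD, set separately per screening campaign, cut at about 2.9% in these data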;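 further: PERK kinase domain activated by AP20187 dimerizer at 100 nM; 0% = DMSO with dimerizer and 100% = rapamycin at 8.4 µM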
# Ba/F3 V617F tox: reduce viability of Ba/F3 cells dependent on JAK2V617F | Ba/F3 EpoR-JAK2V617F viability, ATP luminescence | inhibition, % at 5.6 µM | hit rate 1.1% among 220,000 | AID 1446;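 active means inhibition above the campaign mean plus 3 SD over all tested compounds, cut at about 24% in these data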;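 further: cytokine-independent growth of Ba/F3 cells driven by EpoR plus mutant JAK2; 0% = DMSO-treated cells and 100% = JAK inhibitor I control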
# Mdm2 ligase inh: blocks human Mdm2 ubiquitin ligase activity; signal enhancement, % at 5 µM; hit rate 0.11% among 210,000; Q00987; AID 1230; cell-based MDM2 ubiquitination luciferase reporter, 2 h; 0 = plate control, 100 = twice control, blank-subtracted;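 active means signal enhancement of 30% or more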;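 further: luminescence tracks abundance of the self-degrading MDM2-luciferase fusion protein; higher signal means inhibition of MDM2 E3 ligase activity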
#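 Timing – 2 h compound exposure at 37 °C · Assay system – mammalian cells stably expressing self-ubiquitinating, self-degrading MDM2 E3–luciferase fusion · Amount – 2000 cells seeded into each well · Measure – % luminescence enhancement versus blank-corrected plate control mean · Measured by – SteadyLite luminescence, 15 min reagent step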
# eIF4E 4G PPI: blocks eIF4E binding to eIF4G | P63073+Q04637 | TR-FRET eIF4E-eIF4GI(517-606) binding, 2 h | inhibition, % at 21.7 µM | hit rate 0.37% among 220,000 | AID 782;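 active means inhibition above about 30%, limit read from the data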;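 further: 0% = full FRET control wells and 100% = background wells lacking eIF4GI fragment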
# Target sequence (P63073 whole entry, looked up, the tested form may be a part): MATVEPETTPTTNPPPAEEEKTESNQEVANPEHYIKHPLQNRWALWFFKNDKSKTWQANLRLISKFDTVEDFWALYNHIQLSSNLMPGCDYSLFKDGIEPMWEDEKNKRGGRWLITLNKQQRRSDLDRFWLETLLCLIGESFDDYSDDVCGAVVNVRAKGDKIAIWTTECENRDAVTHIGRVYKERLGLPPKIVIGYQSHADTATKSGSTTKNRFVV
# Target sequence (Q04637 whole entry, looked up, the tested form may be a part): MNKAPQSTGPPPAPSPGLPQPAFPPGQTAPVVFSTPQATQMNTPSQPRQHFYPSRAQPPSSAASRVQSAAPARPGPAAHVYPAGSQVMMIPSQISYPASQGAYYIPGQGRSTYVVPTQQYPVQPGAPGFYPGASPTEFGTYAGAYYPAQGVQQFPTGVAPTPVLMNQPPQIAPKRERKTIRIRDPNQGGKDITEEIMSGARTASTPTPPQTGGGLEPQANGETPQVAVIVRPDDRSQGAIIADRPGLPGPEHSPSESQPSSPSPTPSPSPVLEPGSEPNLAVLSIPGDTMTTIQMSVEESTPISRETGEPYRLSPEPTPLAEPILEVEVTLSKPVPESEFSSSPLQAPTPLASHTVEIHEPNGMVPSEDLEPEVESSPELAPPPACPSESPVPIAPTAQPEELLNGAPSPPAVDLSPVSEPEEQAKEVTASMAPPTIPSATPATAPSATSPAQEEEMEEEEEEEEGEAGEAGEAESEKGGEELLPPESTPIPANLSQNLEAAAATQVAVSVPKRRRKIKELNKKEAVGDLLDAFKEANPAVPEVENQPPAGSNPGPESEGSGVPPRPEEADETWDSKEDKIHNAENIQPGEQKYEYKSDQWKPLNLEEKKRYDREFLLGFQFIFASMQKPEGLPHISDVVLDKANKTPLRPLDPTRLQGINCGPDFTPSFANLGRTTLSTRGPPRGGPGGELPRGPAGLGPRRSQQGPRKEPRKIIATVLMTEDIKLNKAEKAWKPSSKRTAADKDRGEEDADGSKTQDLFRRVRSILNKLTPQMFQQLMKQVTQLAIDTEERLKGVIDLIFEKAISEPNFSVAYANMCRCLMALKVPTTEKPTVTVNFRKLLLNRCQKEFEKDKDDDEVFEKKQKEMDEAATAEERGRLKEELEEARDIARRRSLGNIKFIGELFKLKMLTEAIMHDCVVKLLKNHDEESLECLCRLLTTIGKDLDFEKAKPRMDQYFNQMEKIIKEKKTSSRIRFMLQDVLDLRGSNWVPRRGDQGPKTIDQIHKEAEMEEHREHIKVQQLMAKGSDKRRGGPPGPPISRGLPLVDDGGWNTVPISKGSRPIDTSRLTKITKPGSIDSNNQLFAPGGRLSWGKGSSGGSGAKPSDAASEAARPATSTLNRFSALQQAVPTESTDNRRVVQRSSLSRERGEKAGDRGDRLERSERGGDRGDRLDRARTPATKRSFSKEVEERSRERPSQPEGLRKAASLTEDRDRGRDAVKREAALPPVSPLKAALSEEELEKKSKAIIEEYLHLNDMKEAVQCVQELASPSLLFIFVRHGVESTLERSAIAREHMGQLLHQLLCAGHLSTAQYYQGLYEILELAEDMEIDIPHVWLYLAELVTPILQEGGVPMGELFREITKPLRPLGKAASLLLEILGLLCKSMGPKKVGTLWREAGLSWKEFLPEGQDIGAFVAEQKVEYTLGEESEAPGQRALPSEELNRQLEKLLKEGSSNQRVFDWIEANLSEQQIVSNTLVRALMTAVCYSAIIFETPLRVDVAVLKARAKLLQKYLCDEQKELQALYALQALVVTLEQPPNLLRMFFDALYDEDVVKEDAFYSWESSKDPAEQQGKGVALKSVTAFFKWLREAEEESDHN
# NPY-Y2 PAM-ag: human NPY-Y2 potentiation or agonism, primary screen; P49146; cells expressing NPY-Y2, potentiator/agonist read-out; activation, % at 3.6 µM; hit rate 0.45% among 220,000; AID 1359; in the data active means activation above about 27%;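 further: cells stimulated with NPY near EC25 plus isoproterenol at EC100; 0% = vehicle plus submaximal agonist and 100% = vehicle plus saturating agonist; some results beyond the cut were filed as inactive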
# S1P4 ag: agonists of human S1P4 receptor; activation, % at 4.98 µM; hit rate 0.35% among 220,000; AID 1509; S1P4-expressing cell line, agonist reporter assay; in the data active means activation above about 11%;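 further: 0% = DMSO vehicle and 100% = reference agonist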
# BaF3 parental: parental Ba/F3 viability inhibition as JAK2V617F counter-screen. CellTiter-Glo ATP luminescence. inhibition, % at 5.6 µM. hit rate 1.1% among 220,000;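 active means inhibition above a per-campaign cutoff, the mean inhibition of all tested compounds plus 3 SD, cut at about 27% in these data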;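 further: 0% = DMSO wells and 100% = JAK Inhibitor I control wells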
# S1P4 antagonist: antagonists of human S1P4 receptor; O95977; S1P4-expressing cells, antagonist mode, reporter read-out; inhibition, % at 4.98 µM; hit rate 0.26% among 220,000; in the data active means inhibition above about 29%;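 further: 0% = wells stimulated with agonist and 100% = vehicle wells without agonist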
# Starred values were filed as active, the others as inactive; / = not tested or not shown; [ ] = dose if it differs, or a comment. No enrichment for hits; any-hit rate near 4.1%.
entry	SMILES	NPY-Y2 PAM-ag	eIF4E 4G PPI	Ba/F3 V617F tox	BaF3 parental	Wee1 stabilizer	S1P4 antagonist	PERK inh	Mdm2 ligase inh	S1P4 ag
1	CC(Oc1ccc(Cl)cc1)C(=O)N/N=C/c1ccsc1 (centres undefined)	-2.2	5.5	-1.7	2.7	4.0	-11.3	0.2	/	-0.6
2	O=C(NC1CCN(C(=O)NC2CCCCC2)CC1)c1ccco1	-3.0	10.3	0.2	4.0	1.7	4.0	0.1	-1.6	-3.6
3	CCOc1ccc(-c2noc(-c3cccnc3)n2)cc1OC	26.8	17.4	-2.1	1.1	5.4	-19.4	-0.3	-3.9	0.6
4	O=C(CCN1C(=O)C2C3CCC(C3)C2C1=O)OCC(=O)c1cccc([N+](=O)[O-])c1 (centres undefined)	-6.0	-1.6[fluorescence artefact?]	-0.9	-2.0	0.2	-10.4	-0.1	-3.2	0.2
5	Cc1cccc(NC(=O)c2sc3nc4c(c(-c5cccs5)c3c2N)CN(C)CC4)c1	17.8	-3.0	-2.8	3.0	-1.5	15.5	-2.1	-8.6	-3.6
6	Cc1cc2c(cc1C)CSC(c1ccc(O)cc1)SC2	-2.3	-1.1	1.0	0.3	3.6	5.3	-0.2	-7.9	0.0
7	C/C(=N\NC(=O)CCC(=O)Nc1ccc(C)c(C)c1)c1cccs1	0.2	-1.5	6.1	12.0	0.4	-9.1	0.3	-2.2	1.1
8	CC(C)(C)NS(=O)(=O)c1ccc(NC(=O)C(Sc2ccccc2)c2ccccc2)cc1 (centres undefined)	29.5	2.1	-7.0	0.6	-1.5	9.3	-0.5	-14.0	-3.0
9	CCOc1ccccc1-c1ccc(C(=O)NCc2ccccc2)o1	-12.8	7.7[fluorescence artefact?]	-0.6	1.9	2.6	10.2	-0.2	/	-0.1
10	O=C1NC(=Nc2ccc(F)cc2)CS1	0.3	0.3	-2.4	0.0	-0.6	-6.5	-0.1	-13.7	-3.8

# Remaining list, next part:
entry	SMILES	NPY-Y2 PAM-ag	eIF4E 4G PPI	Ba/F3 V617F tox	BaF3 parental	Wee1 stabilizer	S1P4 antagonist	PERK inh	Mdm2 ligase inh	S1P4 ag
11	Nc1c(C(=O)NCCC2=CCCCC2)sc2ccc(S(=O)(=O)N3CCCCC3)cc12	27.5	2.4[fluorescence artefact?]	-1.5	-0.4	-1.1	3.9	-0.6	-1.7	0.0
12	O=C(Cn1nnc(-c2ccc(N3CCOCC3)cc2)n1)N1CCOCC1	-5.3	8.5	-1.5	-2.5	0.0	-12.2	1.7	/	0.7
13	Cc1ccc(NS(=O)(=O)c2ccc(C(=O)N3CCN(c4ccccn4)CC3)cc2)cc1	-2.0	-9.4	0.2	8.9	0.2	7.4	-1.0	-84.5	-0.6
14	COC(=O)c1ccccc1NC(=O)CSc1nc2ncccc2[nH]1	-7.3	2.1	-0.9	6.7	0.7	-15.7	0.0	1.6	0.0
15	COc1ccc(C(c2nnnn2Cc2ccccc2)N2CCN(c3nc4ccccc4s3)CC2)cc1OC (centres undefined)	6.6	2.5	-6.3	-1.1	2.2	-6.0	-1.3	-8.1	0.6
16	Cc1ccc(C(=O)NC(=S)Nc2ccc(CN3CCCCC3)cc2)c(C)c1	-30.7	2.3	3.7	5.0	3.8	7.8	-0.8	-0.6	1.1
17	Fc1ccc(Sc2cc(Cl)c(-c3ccccc3)nn2)cc1	1.1	-2.1	-5.7	-2.2	-1.6	-5.7	0.8	-13.1	0.2
18	COc1ccc(Cc2nnc(NC(=O)c3cccc([N+](=O)[O-])c3C)s2)cc1	11.7	-13.7	0.5	2.0	-0.7	-10.3	1.0	-4.5	0.4
19	O=C(NCc1cccs1)C1CCC(CNS(=O)(=O)c2cccc3nsnc23)CC1 (centres undefined)	-6.7	0.0	4.0	3.7	1.3	-19.6	-1.0	-19.1	-0.8
20	CN(C1=NC(=O)CS1)c1ccc(O)cc1	-7.9	-3.5	-1.1	-1.6	-2.3	-5.7	0.6	-25.6	-0.2

# Next results.
entry	SMILES	NPY-Y2 PAM-ag	eIF4E 4G PPI	Ba/F3 V617F tox	BaF3 parental	Wee1 stabilizer	S1P4 antagonist	PERK inh	Mdm2 ligase inh	S1P4 ag
21	Cc1nn(-c2ccccc2)c(C)c1-c1nnc(-c2c(C)nn(-c3ccccc3)c2C)o1	-17.1	1.9	-2.1	-5.4	-3.3	-9.3	0.5	-6.9	0.6
22	O=C(CCN1C(=O)C2C3C=CC(C3)C2C1=O)N1CCN(c2ccc(F)cc2)CC1 (centres undefined)	8.9	1.2	0.6	5.1	8.1	-12.7	-0.8	-7.4	-0.9
23	CCC(=O)N1CCN(c2ccccc2NC(=O)c2ccc(-c3cccc([N+](=O)[O-])c3)o2)CC1	5.7	-0.3	4.0	5.7	-2.6	-10.9	-0.6	-11.2	-1.3
24	O=C(Nc1ccc2nccnc2c1)c1ccco1	12.1	3.5	0.2	3.2	6.1	1.8	-0.2	-23.5	-0.9
25	O=C(c1ccc(Cl)cc1)N(Cc1ccc(Br)cc1)N1C(=O)CCC1=O	16.6	5.7	-2.9	2.2	2.0	7.4	0.2	-3.6	2.6
26	CCCNC(=O)Cn1cnc2sc(C(=O)N3CCN(CCC)CC3)c(C)c2c1=O	-4.2	-10.3	1.1	11.2	1.3	-9.0	0.8	-10.9	-1.4
27	Cc1cc(C)cc(NC(=O)CSc2nnc(-c3ccccc3Br)o2)c1	-6.2	4.1	0.1	3.1	0.0	-7.8	-0.2	-0.9	3.1
28	CCC(C)NC(=O)CO/N=C/c1ccccc1OC(F)F (centres undefined)	4.9	2.3	-0.8	6.9	4.4	4.8	1.5	2.4	0.8
29	N#CC1=C(N)SC(C(=O)c2ccccc2)C1c1cccs1 (centres undefined)	6.3	1.5	-2.4	5.1	5.5	6.3	1.1	1.2	0.5
30	CN(C)CCCCOc1ccccc1-c1ccccc1	-4.2	2.1	1.7	3.9	-1.3	-1.9	-0.1	16.2	-1.4

# (listing goes on)
entry	SMILES	NPY-Y2 PAM-ag	eIF4E 4G PPI	Ba/F3 V617F tox	BaF3 parental	Wee1 stabilizer	S1P4 antagonist	PERK inh	Mdm2 ligase inh	S1P4 ag
31	Cc1nc(NCc2ccco2)c2c3c(sc2n1)CCC3	3.6	1.9	-0.4	1.7	-2.8	-1.6	-0.4	-8.7	-2.2
32	CCC(C)[C@H](NC(=O)N1CCCCCC1)C(=O)O (some centres undefined)	-9.7	-7.8	-0.7	-1.4	0.0	9.4	0.1	-2.7	-0.9
33	CCc1c(C)nc2ncnn2c1NCCc1ccc(OC)c(OC)c1	9.7	2.3[fluorescence artefact?]	-1.3	7.4	1.5	1.4	0.2	-4.1	-0.5
34	Cc1cc(C)n(-c2cc(=O)n(C)c(=O)n2C)n1	1.5	-4.5[fluorescence artefact?]	-2.1	2.6	-2.7	-9.2	1.4	-15.1	-0.4
35	CN(C(=O)c1c(Cl)nc2sccn12)C1CCCCC1	-15.9	-2.1	7.0	9.0	5.0	-15.2	-1.0	1.3	2.0
36	N#Cc1nc(COc2ccc(Br)cc2)oc1N1CCCC1	-49.3	1.2	2.2	8.2	0.0	19.3	-1.7	-13.7	0.6
37	CC(=O)c1ccc(NC(=O)COc2ccccc2C(=O)Nc2ccc(C)cn2)cc1	-7.7	-0.7	0.5	7.7	0.0	0.6	1.4	/	-0.6
38	COc1ccc(C(=O)c2oc3nc(C)cc(C)c3c2N)cc1	3.2	-3.6[fluorescence artefact?]	-1.3	-2.5	2.2	8.3	-0.6	-4.4	-2.9
39	COc1ccccc1OCC(=O)NCc1nc(-c2ccccc2)no1	-15.8	1.5	1.9	8.3	1.0	-9.5	2.0	-1.9	76.5*
40	CC1=CC(C)(C)Nc2ccc(OC(=O)C(Cc3ccccc3)N3C(=O)c4ccccc4C3=O)cc21 (centres undefined)	0.4	4.6	-1.0	5.9	-3.2	-4.0	1.8	-8.6	2.5

# By substructure: those above containing a halogen (9)
entry	SMILES	NPY-Y2 PAM-ag	eIF4E 4G PPI	Ba/F3 V617F tox	BaF3 parental	Wee1 stabilizer	S1P4 antagonist	PERK inh	Mdm2 ligase inh	S1P4 ag
1	CC(Oc1ccc(Cl)cc1)C(=O)N/N=C/c1ccsc1 (centres undefined)	-2.2	5.5	-1.7	2.7	4.0	-11.3	0.2	/	-0.6
10	O=C1NC(=Nc2ccc(F)cc2)CS1	0.3	0.3	-2.4	0.0	-0.6	-6.5	-0.1	-13.7	-3.8
17	Fc1ccc(Sc2cc(Cl)c(-c3ccccc3)nn2)cc1	1.1	-2.1	-5.7	-2.2	-1.6	-5.7	0.8	-13.1	0.2
22	O=C(CCN1C(=O)C2C3C=CC(C3)C2C1=O)N1CCN(c2ccc(F)cc2)CC1 (centres undefined)	8.9	1.2	0.6	5.1	8.1	-12.7	-0.8	-7.4	-0.9
25	O=C(c1ccc(Cl)cc1)N(Cc1ccc(Br)cc1)N1C(=O)CCC1=O	16.6	5.7	-2.9	2.2	2.0	7.4	0.2	-3.6	2.6
27	Cc1cc(C)cc(NC(=O)CSc2nnc(-c3ccccc3Br)o2)c1	-6.2	4.1	0.1	3.1	0.0	-7.8	-0.2	-0.9	3.1
28	CCC(C)NC(=O)CO/N=C/c1ccccc1OC(F)F (centres undefined)	4.9	2.3	-0.8	6.9	4.4	4.8	1.5	2.4	0.8
35	CN(C(=O)c1c(Cl)nc2sccn12)C1CCCCC1	-15.9	-2.1	7.0	9.0	5.0	-15.2	-1.0	1.3	2.0
36	N#Cc1nc(COc2ccc(Br)cc2)oc1N1CCCC1	-49.3	1.2	2.2	8.2	0.0	19.3	-1.7	-13.7	0.6

# Other compounds follow.
entry	SMILES	NPY-Y2 PAM-ag	eIF4E 4G PPI	Ba/F3 V617F tox	BaF3 parental	Wee1 stabilizer	S1P4 antagonist	PERK inh	Mdm2 ligase inh	S1P4 ag
41	COC(=O)C1=C(C)N(c2ccc(F)cc2)C(=O)C1	-14.2	-2.1	3.1	1.6	-0.5	-14.0	-0.2	2.1	3.0
42	COc1ccc(Oc2cccc(Cl)c2CNC(=O)CCC(=O)O)cc1	-23.0	-1.3	-4.1	1.0	2.0	0.9	0.1	-8.5	1.8
43	CS(=O)(=O)N(CC(=O)NCCSc1ccccn1)c1ccc(F)cc1	-5.6	2.6	-0.3	2.4	4.7	4.0	1.1	27.0	1.4
44	CCOc1ccc(NC(=O)CCn2c(=O)[nH]c3ccsc3c2=O)cc1	10.6	-2.2	-4.2	2.3	5.2	-3.5	0.8	-4.4	24.1*
45	Cc1cc(=O)n2c(C(=O)Nc3ccc(C)c(C)c3)c(C(=O)Nc3ccccc3)sc2n1	-6.5	-3.2	1.2	6.5	2.4	7.9	0.2	-3.4	-0.9
46	COc1ccc(S(=O)(=O)N(C)CC(=O)NC2CCCCC2)cc1Cl	5.0	0.3[fluorescence artefact?]	-0.1	4.1	-0.5	-1.5	-0.6	1.3	-0.4
47	Cc1ccc(Cl)c(OCC(=O)NN2CCN(C)CC2)c1	3.4	-4.3	-2.6	-2.4	-4.9	-4.5	1.5	/	1.3
48	Cc1cc(C(=O)CSc2nnc(C3COc4ccccc4O3)n2C)c(C)n1-c1ccc(F)cc1 (centres undefined)	-12.4	-7.5	2.6	5.1	0.2	-12.3	-0.6	-8.3	1.8
